Compound activity (PubChem)
Yeast lifespan up: compounds extending yeast replicative lifespan, primary screen, S. cerevisiae, OD615; S. cerevisiae growth with nicotinamide; deaD strain in restrictive glucose medium; inhibition of the nicotinamide effect, % at 10 µM; 130,000 tested, 0.68% active; AID 775, 2007;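 active = inhibition above a set limit, placed 3 SD over the median of all compounds, cut at about 26% in these data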;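 note: 0% = nicotinamide-treated wells and 100% = cells grown without nicotinamide; some compounds called inactive have numbers as strong as hits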
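Test system: DeaD-strain S. cerevisiae / Buffer or medium: restrictive glucose medium / Also added: nicotinamide 1.5 mM / Doses: one concentration, 10 µM, DMSO 0.25% / Schedule: 48 h at 30 °C / Signal: OD615 measurement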
E-sel TNF inh: E-selectin induction blockers in HUVEC – imaging, immunofluorescence, high content, primary screen; HUVEC TNFa-induced E-selectin immunofluorescence; inhibition, % at 2 µM; 120,000 tested, 0.71% active; AID 1246, 2008;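 active = inhibition above the batch mean plus 3 SD, and confirmed as a hit on visual image review, cut at about 43% in these data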;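 note: 0% = TNF-stimulated DMSO wells and 100% = unstimulated control wells; not every result past the cut was called active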
Phagocyt inh: inhibitors of macrophage phagocytosis, primary screen, imaging, J774A.1 cells, IgG beads. J774A.1 macrophage IgG-bead phagocytosis. inhibition, % at 5 µM. 110,000 tested, 0.07% active. AID 1029, 2008;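 active = inhibition above the mean of the plate negative controls plus 5 SD, cut at about 13% in these data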;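 note: phagocytic index as fraction of beads internalized from green versus red external bead signal; plate controls were DMSO negative control for no effect and cytochalasin-D positive control for full effect; some results beyond the cut were filed as inactive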
Measles CPE: compounds protecting cells from measles virus cytopathic effect, primary screen, measles RdRp inhibitor project, single point, MLSMR library, absorbance. Measles virus-infected cells, CPE protection. protection (pct of control), % at 4 µM. 140,000 tested, 1.5% active. AID 841, 2007; in the data active = protection mostly above about 24%, no sharp cut-off; inactive = mostly below about 26%; note: some compounds called inactive have numbers as strong as hits
GALR2 antag: GALR2 antagonists in receptor-expressing cells, primary screen | Galanin receptor type 2 (Homo sapiens), O43603 | antagonist mode | inhibition, % at 4 µM | 140,000 tested, 0.39% active | AID 828, 2007; in the data active = inhibition above about 27%;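 note: cells stimulated with galanin 1-16 at roughly its EC80; 0% = agonist challenge control and 100% = basal control without agonist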
Target sequence (O43603 whole entry, looked up): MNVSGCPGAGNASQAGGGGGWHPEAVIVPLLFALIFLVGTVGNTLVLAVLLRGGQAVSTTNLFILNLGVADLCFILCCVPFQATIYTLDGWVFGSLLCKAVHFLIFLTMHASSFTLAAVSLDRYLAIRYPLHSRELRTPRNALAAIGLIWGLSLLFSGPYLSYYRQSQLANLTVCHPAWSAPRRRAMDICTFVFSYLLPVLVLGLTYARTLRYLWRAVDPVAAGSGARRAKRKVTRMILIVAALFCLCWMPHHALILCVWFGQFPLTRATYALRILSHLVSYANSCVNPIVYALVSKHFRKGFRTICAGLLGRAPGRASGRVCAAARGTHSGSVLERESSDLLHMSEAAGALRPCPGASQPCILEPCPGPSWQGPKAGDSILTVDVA
MRP1 act: H69AR viability gain despite doxorubicin, primary screen, MRP-1 activator project, H69AR cells, CellTiter-Glo; viability rescue; viability increase, % at 10 µM; 140,000 tested, 0.61% active; AID 799, 2007;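 active = viability gain under doxorubicin at or above a set limit, the compound median plus 3 SD, cut at about 4.7% in these data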;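 note: MRP-1 overexpressing cells given doxorubicin 25 µM after compound pretreatment; 18-22 h compound pretreatment then 72 h with doxorubicin before readout; 0% = doxorubicin-only wells and 100% = vehicle-treated cells without doxorubicin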
Yeast growth inh: growth inhibitors of yeast BB579 in restrictive medium, primary screen, yeast lifespan-shortening project, S. cerevisiae; OD615, 48 h; inhibition, % at 10 µM; 140,000 tested, 0.51% active; AID 804, 2007;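 active = inhibition above a set limit, 3 SD over the mean compound inhibition, cut at about 44% in these data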; note: inactives centre near -24
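System: Saccharomyces cerevisiae DeaD strain BB579, replicative lifespan model yeast. Buffer or medium: restrictive glucose-based CSMM-D medium. Doses: one dose, 10 µM compound with 0.25% DMSO. Timing: 4 h preincubation and 48 h exposure at 30 °C. Detection: turbidity as optical density at 615 nm. Benchmarks: amphotericin B 10 µg/mL, positive.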
bCat KO growth: primary screen for growth suppressors in beta-catenin knockout HCT116 cells (colon tumor, human); HCT116 beta-catenin knockout viability, CellTiter-Glo, 60 h; stronger effect = lower value; viability, % at 10 µM; 140,000 tested, 1.5% active;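 active = viability at or under a set limit, the compound median less 4 SD, cut at about 6% in these data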;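 note: 0% = Hyamine 1622 control at 20 µM and 100% = untreated cell control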
HCT116 PTEN-null: growth suppression of PTEN-null HCT116, primary screen, cell-based, CellTiter-Glo | 140,000 tested, 1.2% active | AID 827, 2007 | viability, % at 10 µM | HCT116 PTEN-null viability, 60 h; stronger effect = lower value;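 active = viability at or below a set limit, 4 SD under the median of all tested compounds, cut at about 3.7% in these data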;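 note: PTEN knockout HCT116 line with beta catenin targeted HCT116 as companion control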
NPY-Y2 antag: NPY-Y2 receptor antagonists, primary screen, cell-based; NPY-Y2 expressing cells, antagonist mode; inhibition, % at 2.7 µM; 140,000 tested, 0.99% active; AID 793, 2007; in the data active = inhibition above about 17%;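 note: 0% = vehicle with agonist challenge and 100% = reference antagonist with challenge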
Target sequence (P49146 whole entry, looked up): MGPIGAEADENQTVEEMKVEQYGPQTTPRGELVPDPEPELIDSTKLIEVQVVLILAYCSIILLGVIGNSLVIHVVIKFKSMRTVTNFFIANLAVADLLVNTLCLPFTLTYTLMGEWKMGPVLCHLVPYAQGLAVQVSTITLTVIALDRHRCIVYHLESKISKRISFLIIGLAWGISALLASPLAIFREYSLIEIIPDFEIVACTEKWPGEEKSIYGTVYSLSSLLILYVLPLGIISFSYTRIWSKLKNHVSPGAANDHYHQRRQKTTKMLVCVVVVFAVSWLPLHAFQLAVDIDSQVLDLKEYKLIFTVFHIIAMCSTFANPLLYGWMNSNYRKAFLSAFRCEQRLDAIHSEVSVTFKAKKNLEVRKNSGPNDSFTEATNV
* marks the source's active call; other numbers are inactive results; x = no result given.

Structure	Yeast lifespan up	E-sel TNF inh	Phagocyt inh	Measles CPE	GALR2 antag	MRP1 act	Yeast growth inh	bCat KO growth	HCT116 PTEN-null	NPY-Y2 antag
COc1ccc(-c2ccc(SCC(=O)N3CCCC3)nn2)cc1OC	-6.4	-1.0	0.1	1.7	1.4	0.6	-22.2	110.4	100.4	2.1
CCc1cc2c(=O)[nH]c(Cc3ccc(OC)cc3)nc2s1	-9.6	30.2	3.1	2.0	3.1	-2.1	15.0	96.6	97.4	2.7
COc1ccccc1OCC(=O)N/N=C/C=C/c1ccc([N+](=O)[O-])o1	10.6	x	-8.4	8.8	3.2	-4.9	8.0	3.2*	2.6*	0.9
CC(C)N(Cc1ccccc1)C(=O)COC(=O)c1ccc2c(c1)OCCO2	-3.1	9.9	-2.7	22.6	5.0	-2.5	-2.8	93.2	88.5	5.3
Brc1ccc(-c2csc3ncnc(-n4nnc5ccccc54)c23)cc1	3.9	-15.0	-0.9	5.8	-1.5	-3.8	-29.5	68.5	58.9	7.0
COC(=O)c1nn(Cc2ccccc2)c(=O)c2ccccc12	-5.8	-18.8	-2.6	18.4	3.8	-0.3	3.9	103.6	101.3	0.7
CC(C)CNC(=O)NC(=O)COC(=O)c1cc(F)cc(F)c1	-1.1	7.6	-2.0	3.0	5.7	2.0	-23.8	106.3	100.8	2.3
COCCCC/C(=N\OCCN)c1ccc(C(F)(F)F)cc1	1.9	x	x	18.3	7.7	-2.9	7.9	75.1	78.9	2.8
CC1CN(c2oc(COc3ccc(Cl)cc3Cl)nc2C#N)CC(C)O1 (centres undefined)	-7.0	-25.9	x	6.6	2.0	-1.4	-24.0	71.2	63.5	23.1*
CCOC(=O)C(Cc1ccc(NC(=O)/C(=C\c2ccccc2)NC(=O)c2ccccc2)cc1)N1C(=O)c2ccccc2C1=O (centres undefined)	2.7	x	-7.4	2.8	-2.9	-5.5	-54.0	71.0	67.0	6.1
CCOc1ccc(-c2nc(-c3ccccc3)no2)cc1OCC	-2.1	x	-0.9	8.5	-3.5	0.7	-41.1	93.4	102.4	1.9
Cn1c(SCC(=O)N2CCCCC2)nc2c([nH]c3ccccc32)c1=O	-9.3	9.0	-1.2	8.4	-15.6	-4.2	-28.3	19.2	54.9	5.1
Cc1ccc(S(=O)(=O)NCC(=O)OC2CCOC2=O)cc1 (centres undefined)	-4.2	7.0	-2.5	3.2	1.6	0.8	-14.9	97.9	99.5	-2.5
CC(C)(C)/C(O)=C(/C#N)c1nc2ccccc2[nH]1	-10.7	8.0	-0.4	9.8	-3.7	0.7	-93.5	87.9	89.2	8.3
Cc1cc(C)n2cc(CSc3nc4cc(Cl)ccc4o3)nc2n1	-23.2	x	-0.4	11.9	-3.2	-2.9	-44.6	79.8	89.5	12.5
NC(=O)Nc1cccc2ccccc12	1.5	x	-3.0	19.5	-17.8	-0.9	-1.7	86.4	96.2	4.3
Cc1cccc(NC(=O)NNS(=O)(=O)c2ccc(F)cc2)c1	2.4	x	-3.3	9.7	3.0	-0.8	1.3	92.8	97.2	5.1
O=C(CN(C(=O)CCC(=O)Nc1nccs1)c1ccccc1F)NCC1CCCO1 (centres undefined)	-3.1	-6.1	0.2	11.3	-3.7	-0.1	-55.8	95.3	103.5	2.3
Fc1ccc(N/N=C2/CC(c3ccccc3)Oc3ccccc32)c(F)c1 (centres undefined)	-7.0	-61.2	-5.0	20.1	16.3	-3.6	86.2*	84.2	82.9	2.6
COC(=O)c1oc2ccc(Br)cc2c1-n1cccc1	-3.0	-4.2	-0.5	2.4	11.7	-1.3	-11.3	105.3	108.0	16.2
CC1CCN(c2ccc(C(=O)NCc3cccs3)cn2)CC1	-10.4	1.9	-3.6	5.1	1.1	1.0	-75.7	105.4	101.0	2.4
Cc1ccc(P(=Nc2ccccc2)(N2CCOCC2)N2CCOCC2)o1	-8.7	-2.2	-2.7	14.9	4.8	-1.0	-12.8	97.0	95.6	2.6
O=C(CN1CCN(Cc2ccc(Cl)cc2)C1=O)NCCCN1CCN(c2ccc(F)cc2)CC1	-1.8	-21.3	0.1	1.4	5.7	-0.1	-17.7	60.1	63.0	4.6
Cc1nnc(NCc2ccco2)s1	35.6	-5.8	x	21.9	-1.1	-1.0	-33.1	89.0	93.7	2.5
Cc1ccc(C(=O)CSc2ncnc3sc4c(c23)CCC(C)C4)cc1 (centres undefined)	x	-2.3	x	30.0	4.0	0.8	-28.4	99.0	98.8	2.4
Cc1ccc(-n2c(=O)[nH]cc(C(=O)Nc3ccc4c(c3)OCCO4)c2=O)cc1C	2.0	-4.1	-0.4	6.2	-0.9	-2.9	-26.2	92.6	86.9	4.8
CCOc1cc(CNCCN(C)C)c(Cl)cc1OCC(=O)NCCc1ccccc1	-4.3	-2.1	-0.9	13.5	-6.2	-0.7	-31.7	94.7	109.6	3.5
COC(=O)C1CCN(S(=O)(=O)Cc2ccccc2)CC1	-6.7	-12.2	-1.6	3.4	4.3	-2.5	-17.8	93.3	91.5	-2.5
COc1ccc(NC(=S)N2CCC(C(=O)N3CCCCCC3)CC2)cc1	-20.1	-22.7	-1.5	3.6	-5.4	-1.7	2.0	88.5	101.5	1.6
Cc1ccc2[nH]c(=O)c(CN(Cc3cccs3)C(=S)NCc3ccco3)cc2c1	-1.3	x	x	9.2	1.5	-2.4	-15.5	84.9	80.4	5.1
N#Cc1sc2nc(-c3cccs3)cc(-c3ccc(Cl)cc3)c2c1N	-25.3	-22.3	x	3.8	-13.8	-2.0	-2.9	40.5	49.9	5.7
COC(=O)C1=C(C)NC(C)=C(C(=O)OC)C1c1ccc(OC(=O)c2oc3ccccc3c2C)c(OC)c1	5.7	5.2	-1.6	12.9	4.6	1.6	-45.0	89.5	91.0	0.6
COc1ccc(NC(=O)CCN2C(=O)C3C4CCC(C4)C3C2=O)cc1 (centres undefined)	0.6	34.6	7.0	8.0	-7.8	-3.8	-9.5	92.9	101.4	0.9
Cc1ccc(OCc2nnc(SCc3cc(=O)[nH]c4ccccc34)n2-c2ccccc2)cc1	-5.5	1.8	-10.8	6.5	-4.6	1.6	-25.9	67.5	68.3	4.2
Cc1cc2c(n1-c1ccc(Cl)cc1)CC(C)(C)CC2=O	3.2	12.6	-2.0	4.6	-6.8	-3.9	-26.1	80.5	87.9	3.2
O=c1cc(CSc2nnc(-c3cccnc3)n2-c2ccccc2F)nc2sccn12	-24.7	-11.2	x	11.1	-0.2	-3.5	-18.9	96.0	105.6	1.0
O=C(NCCCN1CCOCC1)C(=O)NCC1CCCO1 (centres undefined)	3.3	7.2	-12.7	8.0	-4.8	0.3	-28.6	95.8	96.5	1.5
CCOC(=O)Cn1c(=O)oc2cc(S(=O)(=O)Nc3ccc(F)cc3)ccc21	-14.1	x	-0.3	19.4	-2.1	-0.5	12.0	97.5	87.4	-1.5
COc1ccc(OC)c2[nH]c(=O)c(CCNC(=O)c3ccc(S(=O)(=O)N4CCCC4)cc3)cc12	28.4	-11.1	x	13.2	0.7	-2.2	-43.5	85.9	87.9	-0.9
Cc1ccccc1NC(=O)Cc1nnc(SCC(=O)N2CCN(c3ccccc3)CC2)n1C	-4.1	-9.3	-0.4	17.0	5.2	-0.1	-60.3	92.3	95.0	1.3
O=C(CN1C(=O)C2C3C=CC(C3)C2C1=O)Nc1cccc(S(=O)(=O)N2CCCC2)c1 (centres undefined)	11.3	x	-2.5	6.3	9.1	-2.4	-11.7	91.0	97.1	2.9
Cc1ccc2cccc(Oc3ncnc4scc(-c5ccc(Cl)cc5)c34)c2n1	9.9	27.9	-8.8	11.1	-9.0	-3.4	-26.3	63.2	60.4	7.1
Cc1nc2c(Br)cc(Br)cc2cc1O	-11.9	0.1	-0.6	2.5	-0.9	-1.0	-8.6	99.4	97.5	-0.5
Cc1n[nH]c(=O)nc1N1CCN(c2ccccc2)CC1	-11.9	-29.4	-1.0	3.3	10.2	0.1	-8.6	93.8	85.8	-0.3
Oc1ccc2ccccc2c1C=Nc1cc(C(F)(F)F)ccc1N1CCCC1	45.1	-2.1	x	1.3	7.8	-3.6	-45.6	82.1	90.9	0.8
c1ccc2[nH]c(NCCCN3CCOCC3)nc2c1	-5.5	-9.3	-0.7	37.1	-2.7	-3.1	-29.4	98.1	94.6	2.9
CCn1c2ccccc2c2cc(NC(=O)COc3ccc(OC)cc3)ccc21	-13.0	10.2	x	14.1	-7.2	-0.8	-19.8	115.3	103.0	0.7
COc1ccccc1OCc1ccc(C(=O)NCC2CCCO2)o1 (centres undefined)	-0.5	x	-0.3	8.3	-16.9	-0.2	-3.2	92.8	104.4	-1.1
CCCOc1ccc(/C=N/Nc2cccc([N+](=O)[O-])c2)c(O)c1	-0.8	x	8.2	4.7	1.8	-3.2	-65.1	61.9	52.2	-2.8
O=c1oc2ccccc2c(Nc2cccc3ccccc23)c1[N+](=O)[O-]	-8.5	25.6	x	11.3	-10.5	-1.4	-51.3	97.3	87.3	-2.3
O=C(Nc1ccccc1-c1ccccc1NC(=O)c1ccco1)c1ccco1	x	-21.7	x	2.8	-6.4	-5.1	-12.1	97.3	93.2	-0.1
CCOC(=O)c1sc(NC(=O)c2cccc(S(=O)(=O)N3CCN(C)CC3)c2)cc1C	-9.8	x	0.5	21.7	11.6	-2.8	26.5	51.4	62.4	3.3
Cc1cnc(C(=O)OCC(=O)Nc2cc(S(=O)(=O)N3CCCCC3)ccc2Cl)cn1	-1.9	0.1	-5.3	4.3	-1.9	-2.4	-24.0	89.5	96.2	1.4
CC1CCCCC1NC(=O)C1CCN(S(=O)(=O)c2ccc(-n3cnnn3)cc2)CC1 (centres undefined)	-9.2	11.2	-0.4	0.4	-8.5	-1.9	-20.5	86.7	87.0	-0.2
O=C(CSc1nnc(-c2ccc(Cl)s2)o1)N1CCCc2ccccc21	-5.4	x	2.1	11.8	-13.6	-1.6	-22.9	94.3	108.5	1.8
O=C(c1ccccc1)c1c(O)cc(-c2ccccc2)oc1=O	22.5	x	-3.3	2.7	-4.7	-0.4	-19.9	95.6	108.4	3.3
